Lipid droplet: hepatic lipid droplet formation modulation; AML12 mouse hepatocytes, oleate lipid droplets, BODIPY imaging; actives 0.4% (n = 240,000); inhibition, % at 6.5 µM;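 active means lipid droplet intensity inhibited by at least 50%, with more than 500 cells counted; inconclusive means wells with under 300 cells, treated as cytotoxic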
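material = mouse AML12 hepatocyte cell line, fixed after treatment | also added = 100 µM oleic acid challenge | doses = compound at 6.5 µM only | schedule = overnight exposure | technique = Image-based BODIPY and DAPI two-channel analysis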
Lipid droplet cells 6.5 µM: also measured in Lipid droplet; calls as there; cell count; measured here: cell count, cytotoxicity flag;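 cells counted across two imaged fields per well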
* marks the source's active call; other numbers are inactive results; ? = inconclusive; nt = not tested or not shown. This is a subset (hit frequency here may not be typical).

SMILES	Lipid droplet	Lipid droplet cells 6.5 µM
CC(=O)Nc1c(-c2ccccc2)c2cc(Br)ccc2[nH]c1=O	-2	852
CC1(C)CC(NC(=O)c2ccc(Cl)c(Cl)c2)CC(C)(C)N1	-2	842
O=C(CN(C(=O)CCC(=O)Nc1nccs1)c1ccc2c(c1)OCO2)NCc1ccccc1	7	863
CSc1nnc(NC(=O)c2nc(S(=O)(=O)Cc3cccc(C)c3)ncc2Cl)s1	5	692
NC(=O)c1ccccc1NC(=O)CSc1nc2ccccc2c(=O)[nH]1	-1	633
CN(C)CCN(Cc1cccs1)S(=O)(=O)c1csc(C(N)=O)c1	-4	763
COc1cccc(C(=O)N2CCCC(Nc3ccc(C)c(C)c3)C2)c1 (stereo not given)	-14	666
CN(Cc1ccccc1)C(=O)Cc1ccccc1	-2	876
Cc1ccc(CN2CCC(Oc3cccc(C(=O)NCc4cccnc4)c3)CC2)o1	-6	699
CCc1ccc(CN2CCCC(C(=O)Nc3ccccc3-c3ccc(OC)cc3)C2)o1 (stereo not given)	-12	755
CC1CCN(S(=O)(=O)c2ccc3c(c2)N(CC(=O)NCCCN2CC(C)CC(C)C2)C(=O)CS3)CC1 (stereo not given)	-1	741
CCOc1ccc(CCNC(=O)c2ccc3c(=O)n4c(nc3c2)CCCCC4)cc1	9	760
CCOc1ccc(NC(=O)NC(C)c2ccc3c(c2)OCO3)cc1 (stereo not given)	-4	868
COc1ccc(N2CCN(C(=O)c3c(Cl)cnn3C)CC2)cc1	-1	688
CN1CCN(c2ccc(NC(=O)c3ccc([N+](=O)[O-])o3)cc2Cl)CC1	-16	639
Cn1nc(-c2ccccc2)c2cc([N+](=O)[O-])ccc21	9	811
O=C(Nc1ccc(Cl)cc1)C1CCCC1	1	833
CCOn1c(=O)c(-c2cc(OC)ccc2OC)[n+]([O-])c2ccccc21	-6	811
COc1ccccc1-n1c(SCC(=O)O)nc2c(sc(=S)n2-c2ccc(Cl)c(C)c2)c1=O	-4	827
CCN1C(=O)c2cccc3c(S(=O)(=O)N4CCCC4C(=O)O)ccc1c23 (stereo not given)	-11	815
CC(C)(C)Nc1nc(SCC(=O)Nc2ccccc2Cl)nc(N2CCOCC2)n1	-7	664
O=C(Nc1c2c(nn1-c1ccc([N+](=O)[O-])cc1)CS(=O)(=O)C2)c1cccs1	-20	598
COc1ccc(S(=O)(=O)NCc2cc(=O)n(C)c(=O)n2C)cc1F	-1	755
CC(C)Cc1nnc(NC(=O)CCC(=O)NC2CCCC2)s1	-11	704
O=C(CC12CC3CC(CC(C3)C1)C2)Nc1ccc(C(=O)O)cc1	-2	829
COc1ccc(/C=N/Nc2nncn2N)cc1Br	2	811
COc1ccc(S(=O)(=O)N2CCCCCC2)cc1NC(=O)c1ccccc1	1	820
COCCNC(=S)N(CCc1c(C)[nH]c2ccc(OC)cc12)Cc1ccco1	-9	803
CCCOc1ccc(C(=O)CCC(=O)NNC(=O)c2ccncc2)cc1	9	864
C=CCn1c(C)c(C(=O)OCC)c2cc(O)c3ccccc3c21	-6	765
CCOc1ccccc1N1CCN(CC(O)COC2CCCc3ccccc32)CC1 (stereo not given)	13	820
O=C(NC1CCCC1)c1cc(-c2ccc(Cl)c(Cl)c2)on1	-3	862
CC(=O)c1cccc(CN2CCC(C(=O)Nc3cccc(-c4ccn[nH]4)c3)CC2)c1	5	588
O=C(NC1CCCC1)C1CCN(C(=O)c2ccc(Cl)cc2)CC1	6	617
COc1ccc(Nc2c3ccccc3nc3ccccc23)cc1	-74	549
CCOC(=O)C1=C(C)NC(=S)NC1c1ccc(OCC(=O)N2CCCCC2)cc1 (stereo not given)	6	805
COc1ccc(S(=O)(=O)N2CCN(Cc3ccccc3)CC2)cc1OC	-1	853
Cn1cc(C(=O)N2CCN(c3ccccc3)CC2)c(=O)c2cc(S(=O)(=O)N3CCCC3)ccc21	2	654
COc1ccc(N2CC(C(=O)N3CCN(c4ccccc4F)CC3)CC2=O)cc1 (stereo not given)	8	792
O=C(NCCCN1CCCCC1)c1ccc(CS(=O)c2ccc(F)cc2)o1 (stereo not given)	-6	681
Cn1ncc2c(Nc3cccc([N+](=O)[O-])c3)ncnc21	11	713
COc1ccccc1N1CCN(C(=O)c2cc(-c3ccccc3)on2)CC1	-2	505
CCOC(=O)[C@@H]1[C@H]2COc3ccccc3[C@@H]2N2C(=O)N(c3ccc(OC)cc3)C(=O)[C@@]12C	-2	751
CSCCC(NC(=O)CCC(=O)OCC(=O)[C@@]1(O)CCC2[C@@H]3CCC4=CC(=O)C=C[C@]4(C)C3[C@@H](O)C[C@@]21C)C(=O)O (stereo not given in full)	1	798
COc1ccc(CN(CC(=O)NC2CCCC2)C(=O)c2csnn2)cc1	-14	725
CCOc1ccccc1N(CC)C(=O)c1ccc2c(=O)n3c(nc2c1)CCCCC3	-8	706
Cc1ccc(C(=O)C2CCN(CC(=O)NCc3ccc(F)cc3)CC2)cc1	9	819
CC1CN(C(=O)CSc2nnc(CNC(=O)c3ccc(S(=O)(=O)N(C)C)cc3)o2)CC(C)O1 (stereo not given)	4	822
Cc1cnc(CNC(=O)c2ccc3oc(C(C)C)nc3c2)[nH]1	-1	723
Cc1ccc(S(=O)(=O)N2CCCOC2CNC(=O)C(=O)NCCN2CCOCC2)cc1 (stereo not given)	7	866
C/C(=N\NC(=O)c1ccn(C)n1)c1ccc(NC(=O)c2cccc(F)c2)cc1	-3	681
CCOc1ccc(NC(C)=O)cc1	-2	763
CCOc1ccc(Cl)cc1CNCCCSc1nc(C)cc(C)n1	-13	773
O=C(NC1CCCCC1)C(c1ccc(F)cc1)N(C(=O)c1csnn1)C1CC1 (stereo not given)	-1	714
CN(C(=S)NC(=O)c1ccc(F)cc1)C1CCCCC1	-18	657
COc1ccc(-n2c(C)nnc2SCC(=O)NC2CC2)cc1	-4	724
Cc1ccc(S(=O)(=O)NCC2CCC(C(=O)N3CCN(C)CC3)CC2)cc1 (stereo not given)	-1	688
CSc1ccc(/C=C(/NC(=O)c2ccccc2)C(=O)NCCN2CCOCC2)cc1	-2	676
O=C(CS(=O)(=O)c1ccccc1)Nc1ncc([N+](=O)[O-])s1	4	826
CC1=C[C@H](C)[C@H](c2c(F)cccc2Cl)CC1=O	13	766
Next records follow:
SMILES	Lipid droplet	Lipid droplet cells 6.5 µM
CC(C)c1ccc(N(CC(=O)NC2CCCCC2)C(=O)CNC(=O)c2ccco2)cc1	8	563
CCOC(=O)CCc1c(C)c2ccc(OC3CCCCC3=O)cc2oc1=O (stereo not given)	1	841
CCOC(=O)C1CCN(C(=O)c2ccc3c(c2)NC(=O)/C(=C\c2cccc(C)c2)S3)CC1	-4	765
COc1ccc(C(=O)C[n+]2cccc3cc(C)ccc32)cc1	7	847
Cc1cc(C)n(CCC(=O)N2CCc3ccccc32)n1	-20	741
Cc1nn(C(C)C(=O)NC2CCCCCC2)c(=O)c2nn(-c3ccccc3)c(C)c12 (stereo not given)	-1	607
CCN(CC)CCn1c(NC(=O)c2ccccc2O)nc2ccccc21	-10	781
CSc1cccc(NC(=O)C2CCCN(c3ncnc4c3nc3n4CCCCC3)C2)c1 (stereo not given)	-1	786
CCC(NS(=O)(=O)c1ccc(C)cc1)C(=O)N1CCOCCOCCOCC1 (stereo not given)	6	806
Cn1nnc(NC(=S)NC(=O)c2cccc3c(Br)cccc23)n1	2	710
CSCC[C@H](NC(=O)[C@H](Cc1ccccc1)n1c(=O)[nH]c2ccccc2c1=O)C(=O)N1CCC[C@@H]1C(=O)O	10	813
COc1cccc(NC(=O)CCc2c(C)nc3nc(CNC(=O)c4cccc(F)c4)nn3c2C)c1	9	726
CC(=O)c1ccccc1NS(=O)(=O)c1cccc2nonc12	-5	656
Cc1ccccc1-n1ncc(C(C)NS(=O)(=O)c2sccc2C)c1C (stereo not given)	1	812
COc1ccc(-c2cc(=O)oc3cc(OC(C)C(=O)NCc4ccccn4)ccc23)cc1 (stereo not given)	-11	790
CC1CCN(C(=O)CCC(=O)Nc2nnc(C3CCCCC3)s2)CC1	-1	697
CC(Cc1cccs1)NC(=O)CCCn1nnnc1CN1CCOCC1 (stereo not given)	-28	640
CCc1ccc(C(C)NC(=S)NC2CCCCC2)cc1 (stereo not given)	-16	776
CCOc1ccccc1CNC(=O)CNC(=O)c1cccs1	26	779
COc1ccc(S(=O)(=O)NCC(c2cccnc2)N2CCN(C)CC2)cc1OC (stereo not given)	-3	855
Cc1cccc(CCNC(=O)c2cc(S(=O)(=O)N3CCOCC3)cn2C)c1	-1	805
C=CCN(C(=O)c1csnn1)C(C(=O)NC1CCCC1)c1ccccc1 (stereo not given)	6	790
COc1ccc(CS(=O)(=O)CC(C)(O)c2ccccc2)cc1 (stereo not given)	16	845
Cc1ccc2oc(C(=O)N(C)Cc3ccc(C)o3)c(C)c2c1	-12	721
CC(C)c1ccc(CNc2nnnn2C)cc1	-2	813
CC(=O)c1ccccc1NC(=O)CCCNC(=O)c1ccc(Cl)cc1	10	753
CN(C)S(=O)(=O)c1ccc(C(=O)NCC2CC2(Cl)Cl)cc1 (stereo not given)	?	nt
COc1ccc(CCNS(=O)(=O)c2cn(C)cn2)cc1OC	4	785
O=C(Nc1ccc(F)cc1)c1cc(-c2ccncc2)nc2c(Cl)cccc12	-10	780
COc1ccc(-c2nc3c(s2)CN(S(C)(=O)=O)CC3)cc1OC	-10	686
COc1ccc(CNC(=O)[C@H](CCSC)NC(=O)N2CCn3c2nc2ccccc23)cc1	19	820
C=CCn1c(SCC(C)=O)nc2scc(-c3ccco3)c2c1=O	7	818
Cc1ccc(NC(=O)N2CCCC2C(=O)NCc2ccc3c(c2)OCO3)cc1 (stereo not given)	8	764
O=C(C1COc2ccccc2O1)N1CCN(Cc2ccc(Br)cc2F)CC1 (stereo not given)	7	758
COc1ccc(N(CC(=O)NCc2ccc(F)cc2)C(=O)Cn2nnc(-c3ccc(C)o3)n2)cc1OC	29	828
CCn1c(SCC(=O)Nc2ccc(Br)cn2)nnc1C1CC1	8	802
O=C(CSc1ncccn1)N/N=C/c1ccc2c(c1)OCO2	8	820
CCc1ccc(-c2cc(C)no2)cc1S(=O)(=O)N1CCN(c2cc(C)ccc2C)CC1	-22	738
COCC(=O)N1CCCC(C(=O)c2ccc(C(F)(F)F)cc2)C1 (stereo not given)	-9	791
NC(=O)[C@@H]1CCCN1C(=O)c1cc(COc2ccc(F)cc2F)on1	-17	726
O=S(=O)(c1ccc(Br)s1)N1CCC2(CC1)OCCO2	1	805
CCn1c(-c2ccccn2)nc2cc(S(=O)(=O)N(C)C)ccc21	0	826
O=C(NN=C1CCCC1)c1ccc(O)cc1O	-24	606
COc1ccc(CN2CCN(CC3CC3)CC2CCO)cc1C (stereo not given)	6	848
CCOc1ccc(S(=O)(=O)N2CCCCC2)cc1NC(=O)CN1C(=O)NC(CC)(c2ccccc2)C1=O (stereo not given)	1	823
COc1ccccc1NC(=O)CN1C(=O)CC(C)S(=O)(=O)c2ccccc21 (stereo not given)	-2	788
COc1ccccc1C(C(=O)NCc1ccc(F)cc1)N(C(=O)c1csnn1)C1CC1 (stereo not given)	-3	810
Cc1cccc2c1cnn2C(=O)Nc1ccc(Br)cc1F	-1	850
Cc1cccc(NC(=O)COc2ccc(-c3nn(C)c(=O)c4ccccc34)cc2)c1	-3	799
Cc1ccc(CNC(=O)CCS(=O)(=O)c2cc3c(cc2Cl)NC(=O)CO3)cc1	-19	660
CC1CCCCN1CC(O)COc1ccc(OCC(O)CN2CCCCC2C)cc1 (stereo not given)	-1	823
CCn1c(SC(C)C(=O)Nc2nnc(C)s2)nnc1-c1ccco1 (stereo not given)	-22	740

Compounds shown so far containing fluorine:
SMILES	Lipid droplet	Lipid droplet cells 6.5 µM
COc1ccc(S(=O)(=O)NCc2cc(=O)n(C)c(=O)n2C)cc1F	-1	755
COc1ccc(N2CC(C(=O)N3CCN(c4ccccc4F)CC3)CC2=O)cc1 (stereo not given)	8	792
O=C(NCCCN1CCCCC1)c1ccc(CS(=O)c2ccc(F)cc2)o1 (stereo not given)	-6	681
Cc1ccc(C(=O)C2CCN(CC(=O)NCc3ccc(F)cc3)CC2)cc1	9	819
C/C(=N\NC(=O)c1ccn(C)n1)c1ccc(NC(=O)c2cccc(F)c2)cc1	-3	681
O=C(NC1CCCCC1)C(c1ccc(F)cc1)N(C(=O)c1csnn1)C1CC1 (stereo not given)	-1	714
CN(C(=S)NC(=O)c1ccc(F)cc1)C1CCCCC1	-18	657
CC1=C[C@H](C)[C@H](c2c(F)cccc2Cl)CC1=O	13	766
COc1cccc(NC(=O)CCc2c(C)nc3nc(CNC(=O)c4cccc(F)c4)nn3c2C)c1	9	726
O=C(Nc1ccc(F)cc1)c1cc(-c2ccncc2)nc2c(Cl)cccc12	-10	780
O=C(C1COc2ccccc2O1)N1CCN(Cc2ccc(Br)cc2F)CC1 (stereo not given)	7	758
COc1ccc(N(CC(=O)NCc2ccc(F)cc2)C(=O)Cn2nnc(-c3ccc(C)o3)n2)cc1OC	29	828
COCC(=O)N1CCCC(C(=O)c2ccc(C(F)(F)F)cc2)C1 (stereo not given)	-9	791
NC(=O)[C@@H]1CCCN1C(=O)c1cc(COc2ccc(F)cc2F)on1	-17	726
COc1ccccc1C(C(=O)NCc1ccc(F)cc1)N(C(=O)c1csnn1)C1CC1 (stereo not given)	-3	810
Cc1cccc2c1cnn2C(=O)Nc1ccc(Br)cc1F	-1	850
